# Source: PubChem BioAssay (NMMLSC)
# Jurkat autofluor = counter-screen for VLA-4 integrin: compound autofluorescence in Jurkat cells | flow cytometry; stronger effect = higher value; 1 = vehicle-only cell background | hit rate 0.61% among 24,000 | fluorescence ratio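 (tested at 10 µM compound in the well)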 | AID 576;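 active means fluorescence ratio above 2.44, which is 1 plus 3 SD of all ratios; inconclusive means signal too bright to measure linearly, ratio around 10 or more; inactive means fluorescence ratio below 2.44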;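 further: green fluorescence of cells measured with 488 nm excitation and 530 nm emission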
# VLA-4 antagonist = blocks LDV-FITC ligand binding to Mn2+-activated human VLA-4 integrin; P13612; Jurkat cells, LDV-FITC binding with Mn2+, flow cytometry; 100% = Mn2+-driven binding gain fully reversed; inhibition, % at 10 µM (by protocol); hit rate 0.2% among 24,000;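 active means inhibition above 50%; inconclusive means compound itself fluorescent, judged against control cell fluorescence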;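 further: 0% = Mn2+ stimulated cells lacking compound and 100% = ligand binding without Mn2+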
# VLA-4 agonist = allosterically activates the human VLA-4 integrin; P13612; Jurkat cells, LDV-FITC binding, flow cytometry; activation, % at 10 µM (by protocol); 24,000 tested, under 10 active; AID 528;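 active means fluorescent ligand binding to cells raised by more than 40% of the manganese-induced maximum; inconclusive means compound's own fluorescence above 85% of the ligand control signal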;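 further: 0% = ligand binding without compound and 100% = manganese-stimulated maximal binding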
# LNCaP diff act = LNCaP prostate cell differentiation activation | flow cytometry side scatter, 4 d | side scatter shift, % at 10 µM | hit rate 0.56% among 24,000 | AID 795;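 active means side scatter shift above 30%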;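 further: androgen-responsive LNCaP prostate cancer cells in charcoal-stripped serum medium; percent of cells past a gate set so DMSO wells show 10% shift; higher shift means more granular cells and more differentiation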
# * = called active by the depositor; u = inconclusive. Some of the compounds tested; count on the stated rates, not on these rows.
nr	Compound	Jurkat autofluor	VLA-4 antagonist
1	CN1C(=O)CSc2ccc(NC(=O)N3CCN(c4ccccn4)CC3)cc21	1.3	-16
2	CC(=O)NC(Cc1ccc(C)cc1)C(=O)NC1CCN(C(=O)c2cnccn2)CC1 (centres undefined)	0.95	-30
3	COCCNc1cc(C)nc2ccccc12	1.2	-8
4	CCc1nnc(NC(=O)CSc2nnc3scc(-c4ccc(C)cc4)n23)s1	1	-6
5	CCOC(=O)CCCCC(=O)c1[nH]c(=O)[nH]c1CSc1nc2ccccc2[nH]1	1	55*
6	CCc1cc(-c2[nH]ncc2-c2ccc3c(c2)OCO3)c(O)cc1O	1	-1
7	O=c1c2cc(N3CCOCC3)ccc2[nH]c(=S)n1CCCN1CCCCC1	0.99	-12
8	CCCn1c(C)cc(=O)c2cc(NC(=O)c3ccccn3)ccc21	1.3	-2
9	O=c1[nH]c(SCc2ccccc2Cl)nc2c1CCCC2	1	-1
10	Cc1nc2c(-c3ccc(F)cc3)c(C)nn2c(C)c1CCC(=O)N1CCN(c2ccccn2)CC1	1.2	u
11	COc1ccc(-c2nc3n(n2)C(c2ccccc2)C2=C(CCCC2=O)N3)cc1OC (centres undefined)	0.98	-21
12	COc1cccc(N2C(=O)C(O)=C(C(C)=O)C2c2ccc(OC)c(OC)c2)c1 (centres undefined)	1.1	-22

nr	VLA-4 agonist	LNCaP diff act
1	-2	5
2	3	9
3	0	8
4	-2	16
5	1	12
6	-9	4
7	1	3
8	0	9
9	-5	5
10	u	4
11	-6	18
12	6	8

# Some of the entries above in a different format:
# Screens in order: Jurkat autofluor, VLA-4 antagonist, VLA-4 agonist, LNCaP diff act
3. COCCNc1cc(C)nc2ccccc12
 : 1.2, -8, 0, 8
4. CCc1nnc(NC(=O)CSc2nnc3scc(-c4ccc(C)cc4)n23)s1
 : 1, -6, -2, 16
5. CCOC(=O)CCCCC(=O)c1[nH]c(=O)[nH]c1CSc1nc2ccccc2[nH]1
 : 1, 55*, 1, 12
6. CCc1cc(-c2[nH]ncc2-c2ccc3c(c2)OCO3)c(O)cc1O
 : 1, -1, -9, 4
7. O=c1c2cc(N3CCOCC3)ccc2[nH]c(=S)n1CCCN1CCCCC1
 : 0.99, -12, 1, 3
8. CCCn1c(C)cc(=O)c2cc(NC(=O)c3ccccn3)ccc21
 : 1.3, -2, 0, 9
9. O=c1[nH]c(SCc2ccccc2Cl)nc2c1CCCC2
 : 1, -1, -5, 5
10. Cc1nc2c(-c3ccc(F)cc3)c(C)nn2c(C)c1CCC(=O)N1CCN(c2ccccn2)CC1
 : 1.2, u, u, 4
11. COc1ccc(-c2nc3n(n2)C(c2ccccc2)C2=C(CCCC2=O)N3)cc1OC (centres undefined)
 : 0.98, -21, -6, 18
12. COc1cccc(N2C(=O)C(O)=C(C(C)=O)C2c2ccc(OC)c(OC)c2)c1 (centres undefined)
 : 1.1, -22, 6, 8

# Continuation.
nr	Compound	Jurkat autofluor	VLA-4 antagonist
13	CCN1CCN(CCNC(=O)C2CCN(Cc3nc(-c4ccc(Cl)cc4)oc3C)CC2)CC1	0.96	u
14	COc1ccc(C)cc1Nc1cc(C)nc2nc(C)nn12	1.1	7
15	COc1ccc(C)cc1C(=O)CCC(=O)Nc1ccccc1N1CCOCC1	1.3	-7
16	CC(=O)c1nc2ccccc2n1S(=O)(=O)c1ccc(C)cc1	1.3	u
17	CC(=O)N1CCc2cc(Br)cc(S(=O)(=O)N3CCN(c4ccccn4)CC3)c21	1.1	u
18	CCOc1ccc(-c2noc(=O)[nH]2)cc1	1.1	u
19	CCOc1cc2[nH]c(=S)n(CCCC(=O)NCc3ccco3)c(=O)c2cc1OCC	1.1	-11
20	CN1Cc2c(N)cccc2C(c2ccccc2)C1 (centres undefined)	1.7	-11
21	O=C(Nc1c2c(nn1-c1ccc(F)cc1)CS(=O)(=O)C2)C12CC3CC(CC(C3)C1)C2	0.96	-11
22	CCCN1CCN(CCCNC(=O)CN2C(=O)COc3ccccc32)CC1	0.97	1
23	O=C(CSc1ccc2nnc(-c3ccccc3)n2n1)N1CCN(c2ccccc2)CC1	1	-5
24	CC(C)CCNC(=O)C1C2C=CC3(CN(Cc4ccccc4Cl)C(=O)C13)O2 (centres undefined)	0.8	u
25	COc1ccc(C)cc1NC(=O)CCN1CCCC1	1	-18
26	CC(C)(C)c1cc(NC(=O)c2cc(F)c(F)c(F)c2F)no1	1.1	-6

nr	VLA-4 agonist	LNCaP diff act
13	u	44*
14	1	9
15	-1	7
16	u	2
17	u	8
18	u	10
19	-1	6
20	12	4
21	6	3
22	6	7
23	1	11
24	u	5
25	6	4
26	-7	6
